PAFAH1B2 FP inh – PAFAH1B2 enzyme inhibitors, primary screen, biochemical, fluorescence polarization, human | inhibition, % at 3.39 µM | 1.2% of 340,000 active | AID 492953, 2010 | recombinant PAFAH1B2, FP-rhodamine activity probe;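 active means inhibition above the mean of all tested compounds plus 3 SD, cut at about 24% in these data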;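 further: 0% = enzyme with DMSO and 100% = wells lacking PAFAH1B2; many of its hits are not listed in these tables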
AHR activator – AHR activators, primary screen, cell-based, luminescence, luciferase reporter, human. AHR-responsive luciferase reporter cells. activation, % at 5 µM. 2.5% of 320,000 active. AID 2796, 2010; in the data active means activation above about 47%;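 further: 0% = vehicle wells and 100% = reference agonist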
Target sequence (P35869 whole entry, looked up): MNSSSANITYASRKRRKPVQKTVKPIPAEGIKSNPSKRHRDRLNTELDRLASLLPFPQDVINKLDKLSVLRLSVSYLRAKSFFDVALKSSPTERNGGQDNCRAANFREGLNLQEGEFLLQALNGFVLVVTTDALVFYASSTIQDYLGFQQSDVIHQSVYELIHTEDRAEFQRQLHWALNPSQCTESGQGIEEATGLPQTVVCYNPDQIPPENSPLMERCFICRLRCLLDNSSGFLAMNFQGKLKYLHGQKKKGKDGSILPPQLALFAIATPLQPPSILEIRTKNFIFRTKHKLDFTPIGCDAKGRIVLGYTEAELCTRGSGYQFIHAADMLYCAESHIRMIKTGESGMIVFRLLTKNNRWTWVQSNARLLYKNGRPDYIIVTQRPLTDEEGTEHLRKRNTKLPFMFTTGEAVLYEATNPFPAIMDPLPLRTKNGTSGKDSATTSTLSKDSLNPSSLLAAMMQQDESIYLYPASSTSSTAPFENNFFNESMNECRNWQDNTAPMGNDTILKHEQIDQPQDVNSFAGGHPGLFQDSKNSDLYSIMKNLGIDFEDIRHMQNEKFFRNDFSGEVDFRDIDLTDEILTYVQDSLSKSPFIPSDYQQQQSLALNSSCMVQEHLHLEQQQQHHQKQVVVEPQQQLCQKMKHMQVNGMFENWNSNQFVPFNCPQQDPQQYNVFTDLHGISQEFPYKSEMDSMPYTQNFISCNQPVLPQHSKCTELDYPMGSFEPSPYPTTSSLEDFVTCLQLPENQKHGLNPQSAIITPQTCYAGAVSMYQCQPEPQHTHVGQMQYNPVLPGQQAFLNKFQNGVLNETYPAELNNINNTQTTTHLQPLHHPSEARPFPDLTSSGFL
MCL1 BIM primary – inhibitors of MCL1 binding to BIM-BH3, primary screen, biochemical, fluorescence polarization; inhibition, % at 10.9 µM; AID 2057, 2009; Induced myeloid leukemia cell differentiation protein Mcl-1 (Homo sapiens), Q07820; 0.68% of 320,000 active; GST-MCL1 / FITC-Bim-BH3 fluorescence polarization;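 active means inhibition above the mean inhibition of all tested compounds plus 3 SD, set per campaign, cut at about 40% in these data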;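 further: 0% = DMSO wells and 100% = unlabeled Bim-BH3 peptide control; higher means more loss of mP so more displacement of Bim peptide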
MEX-5 binding – MEX-5 zinc finger RNA-binding disruptors – biochemical, C. elegans, fluorescence polarization, MLPCN library, primary screen. Zinc finger protein mex-5 (Caenorhabditis elegans), Q9XUB2. MEX-5/FITC-TCR2 RNA binding; active compounds read low. activity score (negative = inhibition of binding), % at 10 µM. 0.38% of 300,000 active. AID 1832, 2009;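 active means inhibition past about -25% in most replicates, and total fluorescence under double the plate's negative control median, limit read from the data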;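 further: 0% = DMSO and -100% = 5 µM competing unlabeled TCR2 RNA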
Bcl-xL primary – inhibitors of human Bcl-xL, primary screen, biochemical, fluorescence polarization, HTS | Bcl-2-like protein 1 (Homo sapiens), Q07817 | inhibition, % at 10.9 µM | AID 2129, 2009 | GST-Bcl-xL / FITC-Bim BH3 peptide fluorescence polarization | 0.7% of 320,000 active;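 active means inhibition above the mean of all tested compounds plus 3 SD, cutoff set per campaign, cut at about 30% in these data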;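 further: 0% = DMSO wells and 100% = unlabeled Bim-BH3 peptide competitor; inhibitors lower millipolarization by displacing the labeled peptide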
pPAFAH inh – pPAFAH enzyme inhibitors, primary screen, biochemical, fluorescence polarization, human. Platelet-activating factor acetylhydrolase (Homo sapiens), Q13093. recombinant pPAFAH, FP-rhodamine probe fluorescence polarization. inhibition, % at 3.39 µM. 1.5% of 330,000 active. AID 463082, 2010;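 active means inhibition above the mean inhibition across the screen plus 3 SD, cut at about 25% in these data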;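 further: inhibitors block binding of the rhodamine activity-based probe so polarization drops; 0% = enzyme with DMSO and 100% = wells lacking pPAFAH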
GLD-1 RNA inh – GLD-1/TGE RNA complex disruptors, primary screen, biochemical, fluorescence polarization. purified GLD-1 + fluorescein TGE RNA. inhibition, % at 5.96 µM. 0.44% of 320,000 active;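 active means percent inhibition above a per-plate cutoff, the plate mean of test compounds plus 3 SD, cut at about 30% in these data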;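 further: 0% = DMSO wells with GLD-1 and probe and 100% = wells lacking GLD-1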
PME-1 inh – PME-1 inhibitors via competitive probe labeling, primary screen, biochemical, fluorescence polarization, FP-Rh probe, HTS; 0.53% of 320,000 active; inhibition, % at 5.9 µM; recombinant PME-1; Protein phosphatase methylesterase 1 (Homo sapiens), Q9Y570;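 active means inhibition above the campaign mean of all compounds plus 3 SD, cut at about 26% in these data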;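 further: competitive labeling of PME-1 active site by serine hydrolase directed probe; 0% = PME-1 with DMSO and 100% = wells lacking PME-1 enzyme; inhibitors block probe labeling so polarization falls and inhibition rises; many of its hits are not listed in these tables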
Fam108B inh – mouse Fam108B serine hydrolase inhibitors, primary screen, counter-screen for RBBP9 inhibitor project, biochemical, fluorescence polarization. inhibition, % at 9.51 µM. 0.33% of 300,000 active. recombinant Fam108B, FP-Rh probe fluorescence polarization. AID 1947, 2009;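 active means inhibition above the screen mean inhibition plus 3 SD, computed separately per campaign, cut at about 18% in these data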;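 further: inhibitors lower polarization as less probe binds the enzyme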
Active calls of the source: *; . = not tested or not shown.

Order of values: PAFAH1B2 FP inh	AHR activator	MCL1 BIM primary	MEX-5 binding	Bcl-xL primary	pPAFAH inh	GLD-1 RNA inh	PME-1 inh	Fam108B inh
Cn1c(=O)c(=O)n(C)c2cc(S(=O)(=O)N3CCCC3C(=O)NCc3ccco3)ccc21 (configuration not stated)
→ 6	0	-2	0.5	2	2	9	8	3
C=C(C)c1cccc(C(C)(C)NC(=O)N2CCN(c3ncccn3)CC2)c1
→ -4	2	4	1.0	11	5	1	-1	2
O=C1C2C(c3ccccc3)C=CC(c3ccccc3)C2C(=O)N1CCCO (configuration not stated)
→ 2	2	5	-1.3	5	-7	-1	-5	-1
Cc1csc(Nc2cccc3ccccc23)n1
→ -4	21	10	-0.4	2	6	6	-2	1
Cc1cc(C)n2nc(SCC(=O)N(CCC#N)c3ccccc3F)nc2n1
→ 3	0	7	.	0	4	-4	-1	.
COc1c(F)c(F)c(C(=O)Nc2ccc(N3CCN(C(C)=O)CC3)c(Cl)c2)c(F)c1F
→ 5	-4	0	1.5	0	2	-1	3	1
Cc1cc(C(C)(C)C)oc1C(=O)NCCCNC(=O)c1oc(C(C)(C)C)cc1C
→ 2	2	5	-0.2	1	-2	7	-6	-1
CCC1(C)Cc2c(C#N)c(SC)nc(N3CCOCC3)c2CO1 (configuration not stated)
→ .	-2	2	-0.9	4	1	2	-3	-1
CCN1C(=O)C(=O)N(Cc2ccc(OC)c(F)c2)C1=O
→ 2	-2	2	-0.8	1	6	4	-8	1
O=C(O)Cc1ccc(NC(=O)COc2ccc3ccccc3c2)cc1
→ 4	6	0	1.6	5	7	-1	3	-4
CCN1CCN(C(=O)Cn2ncc3c2-c2ccccc2OC3)CC1
→ 5	0	0	2.4	-1	0	3	-2	2
CCOC(=O)c1c(CC(C)C)csc1/N=C/C1C(=O)CCCC1=O
→ 13	0	-77	-1.9	-49	6	-69	3	3
Cc1ccc(-c2nc3cccnc3s2)cc1NS(=O)(=O)c1ccc2c(c1)CCCC2
→ -5	93*	-4	3.0	1	-3	-3	-31	-22
Cc1ccc2c(c1)/C(=N/N1C(=O)c3ccccc3C1=O)C(=O)N2
→ 4	5	-27	-3.4	-5	5	5	-4	0
Cc1ccccc1-c1nnc(SCC(=O)N2CCCC2)o1
→ 3	4	4	-2.5	10	5	-28	0	4
CSc1nc(N2CCOCC2)c2sccc2n1
→ -1	6	-7	0.1	3	1	0	-2	-1
Cc1nn(CC(=O)Nc2ccc3c(c2)OCCO3)c(C)c1[N+](=O)[O-]
→ 4	4	.	.	.	-4	2	.	.
CC(C)N(CCn1c(=S)[nH]c2ccccc2c1=O)C(C)C
→ 4	3	4	-0.1	1	-5	-6	-8	-2
O=C(COC(=O)c1ccc(S(=O)(=O)N2CCCCC2)cc1)NCc1ccco1
→ 5	1	-5	-1.9	6	6	-1	1	6
CN(C)CCC(=O)c1ccc(Cl)cc1
→ 10	2	11	-0.8	4	-8	-1	-10	0
COc1ccc(-n2nc(C(=O)NCC(=O)N3CC(C)CC(C)C3)c3ccccc3c2=O)c(OC)c1 (configuration not stated)
→ 3	2	1	-0.2	2	-2	3	-4	-6
Cn1c(C(=O)N2CCCC(C(=O)NCCN3CCOCC3)C2)cc2sccc21 (configuration not stated)
→ -1	-2	4	-3.2	3	4	1	-15	5
COc1cc(-c2nc(C(F)(F)F)c(OC)o2)cc(OC)c1OC
→ 1	5	-1	-0.4	-1	3	9	3	2
O=C(O)c1ccc(CS(=O)(=O)c2ccc(Br)cc2)cc1
→ 22	0	6	1.3	7	2	8	-5	-3
C/C(=N\OCc1ccc(C#N)cc1)c1ccccc1
→ -2	-3	-2	-3.7	3	1	-2	1	0
CC(Sc1nnc2c(n1)C1(C)CCC2C1(C)C)C(=O)Nc1ccccc1 (configuration not stated)
→ -2	0	-3	-0.4	-3	8	0	0	1
Cc1ccc(NS(=O)(=O)c2cc3[nH]c(=O)c(=O)[nH]c3cc2C)c(C)c1
→ 7	2	-8	2.3	1	8	-3	-2	-1
Cc1ccc(-c2cc(C(=O)N/N=C/c3ccco3)[nH]n2)cc1
→ -3	30	-2	0.7	1	6	4	-19	-12
CCOC(=O)C(Cc1ccccc1)NC(=O)CNC(=O)CNC(=O)OCc1ccccc1 (configuration not stated)
→ 4	4	2	-1.3	4	-4	0	-4	6
CCN(CC(=O)NCc1cccs1)C(=O)CCCOc1ccc(C(C)(C)C)cc1
→ 25*	3	5	.	5	16	0	1	.
Cc1cc([N+](=O)[O-])nn1CCCC(=O)Nc1sc2c(c1C(N)=O)CCC(C)C2 (configuration not stated)
→ 2	11	-6	-0.3	-3	-7	6	-6	-3
O=C(CCCOc1ccccc1)NNC(=O)c1ccc(Cl)cc1
→ 3	0	.	.	.	6	4	.	.
CCCCn1c(SCC(=O)N2CCCC2)nnc1-c1ccccc1
→ 1	-4	-13	0.9	-2	0	7	-4	0
COc1ccccc1N1CCN(C(=O)CSc2nnc3c4ccccc4nc(Cc4ccccc4)n23)CC1
→ .	0	-1	1.8	2	-3	5	4	-1
Cc1nnc(NC2CCCCC2)[nH]c1=O
→ 3	-4	-2	-0.4	6	-5	3	-2	-3
CCOC(=O)N1CCN(S(=O)(=O)N2CCCC(C(=O)NCCCN3CCCCC3CC)C2)CC1 (configuration not stated)
→ -7	-1	6	1.6	13	2	5	4	3
O=C(Cn1c(C(=O)N2CCc3ccccc3C2)cc2sccc21)c1ccccc1
→ 15	5	0	1.4	4	4	2	3	-3
Cc1cc(CNC(=O)c2cc(Br)ccc2Cl)nn1C
→ 3	1	1	1.8	1	0	-1	3	1
COc1ccc2c(CC(=O)Nc3ccccc3N3CCOCC3)coc2c1
→ 2	3	-1	-1.2	0	4	-4	12	2
Cc1onc(-c2ccccc2)c1-c1n[nH]c(=S)n1-c1ccccc1
→ 5	-3	-12	-2.7	-7	-2	4	4	4
CN(C)c1ccc(C(=O)NCC(c2cccs2)N2CCOCC2)cc1 (configuration not stated)
→ 4	4	.	.	.	-1	-1	.	.
Cc1cc(C)c(Nc2cc(S(=O)(=O)O)c(N)c3c2C(=O)c2ccccc2C3=O)c(C)c1
→ 63*	6	52*	.	31*	89*	11	64*	70*
O=C1Cc2cc(S(=O)(=O)Nc3ccccc3Cl)cc3c2N1CCC3
→ 0	2	5	3.2	9	12	3	5	0
CC(C)CC(=O)Nc1nnc(SCC(=O)Nc2ccc3c(c2)OCO3)s1
→ -2	5	-8	-1.8	2	7	5	3	2
Cc1cc(C)cc(N=Cc2ccc([N+](=O)[O-])s2)c1
→ 5	3	3	-0.4	3	4	6	3	7
COc1ccc(NC(=O)c2cnn(-c3ccccc3)c2C)c(OC)c1
→ 3	-7	13	-0.7	6	0	4	-1	0
Oc1cccc(Nc2c3ccccc3nc3ccccc23)c1
→ 8	5	15	-0.7	13	2	11	-41	4
O=C1c2cccnc2C(Nc2ccc(S(=O)(=O)N3CCCCCC3)cc2)N1Cc1ccccc1 (configuration not stated)
→ 5	2	-1	1.8	-1	-4	3	-6	2
CC1(C)CC(NC(=O)C(C)(C)Oc2ccc(Cl)cc2)CC(C)(C)N1
→ -2	-2	-1	-0.7	0	4	-11	-3	2
N#CC1=C(N)Oc2c(oc(CO)cc2=O)C1c1ccsc1 (configuration not stated)
→ 3	6	26	-3.3	22	3	5	-4	2
COc1cc(-c2noc(CCCC(=O)Nc3ccc(C(N)=O)cc3)n2)cc(OC)c1OC
→ .	1	-2	0.5	0	3	3	5	-3
O=C(CCC(=O)N1CCN(S(=O)(=O)c2ccc(Cl)cc2)CC1)NC1CCCc2ccccc21 (configuration not stated)
→ 26*	2	9	0.7	5	3	-3	6	1
CCSc1nnc(NC(=O)CCNC(=O)c2ccccc2Cl)s1
→ 4	5	.	.	.	-2	-2	.	.
Cc1onc(-c2ccccc2)c1C(N)=O
→ 7	-1	-6	0.6	-4	7	-9	4	1
CCOC(=O)C1CCN(c2ccc([N+](=O)[O-])c(C(C)=O)c2)CC1
→ -2	0	0	-0.6	2	-2	-10	10	8
Cc1ccc(-n2c(C)cc(C(=O)OCC(=O)N(C)C3CCS(=O)(=O)C3)c2C)cc1 (configuration not stated)
→ -5	-5	3	1.8	2	7	-3	2	-2
O=Cc1cc(Cl)ccc1OCCN1CCC(Cc2ccccc2)CC1
→ -5	0	-1	-0.8	8	1	-1	-1	-4
CC(C)(C)NC(=O)c1ccc2c(c1)CCO2
→ -2	-2	-6	2.2	1	5	1	0	1
Cc1ccc(OCCNC(=O)C(=O)NCc2ccco2)cc1
→ 5	-3	-2	-0.8	1	-2	1	-7	-2
O=C(COC(=O)c1ccc[nH]c1=O)NC1CCCCC1
→ 5	-1	1	-1.1	8	4	0	-2	-3
O=C(COc1ccc(S(=O)(=O)N2CCc3ccccc32)cc1Cl)NCc1ccccn1
→ 17	17	-6	0.9	6	4	3	12	0
CN(Cc1c(F)cccc1Cl)C(=O)c1ccc(COc2ccccc2)cc1
→ 2	-2	-8	1.7	0	10	1	-4	-1
O=C(NCCN1C(=O)C2C3C=CC(C3)C2C1=O)Nc1ccccc1O (configuration not stated)
→ 2	3	5	1.4	1	2	5	6	0

Screens as filed in PubChem.

This is a subset; count on the stated rates, not on these rows.
